NR2E3 ag-1 = activates human photoreceptor nuclear receptor NR2E3 | inhibition of corepressor binding, % at 4.78 µM | AID 2300 | GST-NR2E3/biotin-RetCOR TR-FRET, 1536-well | hit rate 0.12% among 320,000;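 active means percent inhibition above the cutoff of mean plus 3 SD of all tested compounds, set per screening campaign, cut at about 20% in these data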;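 further: 0% = DMSO wells and 100% = biotin wells as full block of FRET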
Target sequence (Q9Y5X4 whole entry, looked up): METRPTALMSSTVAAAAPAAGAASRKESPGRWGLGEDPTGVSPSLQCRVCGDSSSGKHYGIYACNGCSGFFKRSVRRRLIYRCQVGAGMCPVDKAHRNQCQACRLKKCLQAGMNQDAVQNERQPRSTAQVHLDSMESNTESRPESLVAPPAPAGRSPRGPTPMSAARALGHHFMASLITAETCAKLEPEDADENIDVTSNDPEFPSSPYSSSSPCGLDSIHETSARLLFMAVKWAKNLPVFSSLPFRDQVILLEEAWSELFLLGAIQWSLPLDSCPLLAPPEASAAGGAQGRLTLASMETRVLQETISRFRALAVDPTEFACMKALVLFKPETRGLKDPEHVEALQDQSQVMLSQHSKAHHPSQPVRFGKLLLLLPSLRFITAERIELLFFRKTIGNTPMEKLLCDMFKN
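Test system – NR2E3–RetCOR corepressor complex · Quantity – NR2E3 fusion 1.35 nM · Buffer or medium – Tris pH 7.5 · Incubation – Compound–protein incubation for 5 h at 4 °C · Technique – TR-FRET, Eu(K)-anti-GST donor, streptavidin-D2 acceptor, ex 340, em 617/671 nm · Evaluation – percent inhibition of 671/617 nm emission ratio versus biotin and DMSO controls · Plate – 1536-well format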
NR2E3 ag-2 = agonists of human NR2E3 nuclear receptor. Q9Y5X4. CHO-S Gal4-NCOR/VP16-NR2E3 two-hybrid, luciferase. inhibition of corepressor binding, % at 3.98 µM. hit rate 0.35% among 360,000. AID 602229;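 active means inhibition above the mean of all tested compounds plus 3 SD, cut at about 70% in these data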;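 further: 0% = DMSO with NR2E3 transfected cells and 100% = cells lacking NR2E3 construct; higher means lower luciferase signal from less NR2E3 corepressor binding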
HIF-2a inh = HIF-2a inhibition; 786-0 RCC cells HIF-2a reporter, luciferase luminescence, overnight; inhibition, % at 18.8 µM; hit rate 0.72% among 360,000;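 active means inhibition of the luminescence signal of 40% or more relative to plate controls, in a single-dose primary screen at 18.75 µM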
Vif inh = HIV Vif inhibition; HEK293T cells, Vif self-association by quenched fluorescence, imaging, 24 h; inhibition, % at 7.49 µM; hit rate 0.35% among 340,000; AID 602346; in the data active means inhibition above about 50%, passing the limit was not always enough; inconclusive means no clear call, values can overlap the other calls; inactive means below about 31%; further: some results filed as inactive read as strong as hits
iPSC survival up = hiPSC single-cell survival enhancement; ATPlite luminescence; 100% = ROCK inhibitor wells, 0% = DMSO; hit rate 0.044% among 360,000; survival enhancement, % at 20 µM; in the data active means survival enhancement above about 18%;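 further: cells exposed to compounds for 16 hours before the ATP read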
CaV13 FRET inh = Disruptors of the CACNA1D IQ motif to Ca2+-dependent inactivation inhibitor domain association, primary screening, Förster resonance energy transfer in intact living … | HEK cells, CFP/YFP FRET ICDI-IQ, plate reader, 10 min; percent FRET-ratio fall versus neutral wells | inhibition, % at 12.3 µM | hit rate 0.098% among 340,000 | AID 743397;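 active means mean replicate inhibition of at least 30% and at least 1% of replicates passing that level; inconclusive means only one of the two criteria is met; inactive means neither criterion is met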;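 further: 0% = median of the neutral control wells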
Peg3 promoter = reduces Peg3 promoter-driven luciferase expression in HeLa. HeLa PEG-Prom luciferase reporter, luminescence, overnight. inhibition, % at 20 µM. hit rate 1.7% among 360,000;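 active means inhibition of at least 50% at 20 µM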
Granule exo inh = lytic granule exocytosis inhibition; hit rate 0.66% among 360,000; TALL-104 LAMP-1 surface exposure, flow cytometry; cells stimulated with thapsigargin and PMA; inhibition, % at 10 µM; AID 651702;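 active means inhibition above about 55%, limit read from the data; inconclusive means no clear call, values can overlap the other calls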
aDG glyco act = alpha-DG glycosylation activation; Pro5-aDG cells, alpha-DG glycosylation AlphaScreen (IIH6); 0% Pro5, 100% B10-LARGE cell signal; activation, % at 10 µM; hit rate 0.22% among 360,000;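 active means activation of at least 8% versus controls, or a plate z-score of at least 8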;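 further: Pro5 are CHO cells carrying HIG-tagged alpha-DG that lacks glycosylation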
PDI inh = blocks human protein disulfide isomerase activity; P07237; PDI insulin aggregation turbidity, A650, 90 min; inhibition, % at 10 µM; hit rate 0.052% among 350,000; AID 588391;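 active means mean inhibition across replicates of 30% or more, whatever share of single replicates reach that level; inconclusive means mean inhibition below 30% while every single replicate reaches 30%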;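 further: absorbance from insulin aggregation driven by PDI reduction with DTT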
Target sequence (P07237 whole entry, looked up): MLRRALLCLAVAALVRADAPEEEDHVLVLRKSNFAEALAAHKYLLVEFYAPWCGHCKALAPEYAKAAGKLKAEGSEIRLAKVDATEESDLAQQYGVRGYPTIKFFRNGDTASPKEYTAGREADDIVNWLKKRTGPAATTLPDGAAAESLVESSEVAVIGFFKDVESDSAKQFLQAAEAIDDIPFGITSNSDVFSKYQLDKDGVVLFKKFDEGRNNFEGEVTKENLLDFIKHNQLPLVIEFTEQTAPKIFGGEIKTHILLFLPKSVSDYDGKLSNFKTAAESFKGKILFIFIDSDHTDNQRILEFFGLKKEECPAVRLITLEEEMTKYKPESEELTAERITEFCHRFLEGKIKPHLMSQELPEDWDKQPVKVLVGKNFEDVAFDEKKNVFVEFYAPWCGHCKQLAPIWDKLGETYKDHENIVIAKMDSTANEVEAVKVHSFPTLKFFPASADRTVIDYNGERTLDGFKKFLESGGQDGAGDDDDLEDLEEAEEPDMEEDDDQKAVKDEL
MITF TRPM1 inh = inhibitors of MITF-driven TRPM1 promoter in melanoma cells | SK-MEL-5 TRPM1 promoter luciferase, 24 h | inhibition, % at 12.5 µM | hit rate 0.83% among 330,000;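 active means mean inhibition across replicates of 60% or more, whatever share of single replicates reaches that level; inconclusive means some that reach 60%, reason not given; inactive means mean inhibition across replicates below 60%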; further: values of inactives mirror those of a sister screen read the other way
* hit, by the source's call. The order is random; 3.5% or so of the library scored in one or more.

What do the screens show for `CC(C)CC1C(=O)N(Cc2cn(Cc3ccco3)nn2)CCS(=O)(=O)N1Cc1ccc(-c2ccc(Cl)c(Cl)c2)cc1` (stereo unspecified)?
NR2E3 ag-2: -1; HIF-2a inh: 5; Vif inh: 0; iPSC survival up: 0.1; CaV13 FRET inh: -3; Peg3 promoter: 23; Granule exo inh: 10; aDG glyco act: 0.2; PDI inh: -1

What do the screens show for `Cc1ccccc1Nc1nc(N)nc(CSc2ccc(F)cc2)n1`?
NR2E3 ag-1: 3; NR2E3 ag-2: -160; HIF-2a inh: -252; Vif inh: 4; iPSC survival up: -0.1; CaV13 FRET inh: -6; Peg3 promoter: -334; Granule exo inh: 3; aDG glyco act: -0.1; PDI inh: 3; MITF TRPM1 inh: -90

What do the screens show for `Cc1ccc(-n2c(SCC(=O)N3CCOCC3)nnc2-c2cccnc2)cc1C`?
NR2E3 ag-1: 2; NR2E3 ag-2: -18; HIF-2a inh: -2; iPSC survival up: -2.1; Peg3 promoter: -9; Granule exo inh: -1; aDG glyco act: 0.0; PDI inh: 7; MITF TRPM1 inh: 7

What do the screens show for `CC(C)[C@H](NC(=O)C1CC(=O)N(c2ccc(F)cc2)C1)C(=O)N1CCCCC1` (stereo partly specified)?
NR2E3 ag-1: 1; NR2E3 ag-2: -12; HIF-2a inh: 11; Vif inh: 5; iPSC survival up: -0.1; CaV13 FRET inh: -8; Peg3 promoter: 10; Granule exo inh: 2; aDG glyco act: -0.4; PDI inh: 6; MITF TRPM1 inh: 6

Results for CCOc1ccc(NC(=S)N(CCN2CCOCC2)Cc2ccc3c(c2)CCCN3CC)cc1 ?
NR2E3 ag-1: -2; NR2E3 ag-2: -27; HIF-2a inh: 9; Vif inh: -2; iPSC survival up: -0.8; CaV13 FRET inh: inconclusive; Peg3 promoter: 1; Granule exo inh: 4; aDG glyco act: -0.2; PDI inh: -1; MITF TRPM1 inh: -5

What do the screens show for `CCCCn1c(SCC(=O)c2ccc3c(c2)OCCO3)nnc1-c1ccoc1C`?
NR2E3 ag-1: 1; NR2E3 ag-2: -15; HIF-2a inh: 12; Vif inh: -12; iPSC survival up: 7.6; Peg3 promoter: 8; Granule exo inh: -1; aDG glyco act: 1.2; PDI inh: 10; MITF TRPM1 inh: 2

What do the screens show for `COc1ccc(N(CC(=O)N/N=C/c2ccccc2OC)S(=O)(=O)c2ccccc2)cc1`?
NR2E3 ag-1: 0; NR2E3 ag-2: -3; HIF-2a inh: 13; Vif inh: 3; iPSC survival up: -0.1; CaV13 FRET inh: -17; Peg3 promoter: 0; Granule exo inh: 28; aDG glyco act: 0.0; PDI inh: 2; MITF TRPM1 inh: 5

What do the screens show for `CC(C)(C)OC(=O)C[C@@H]1C/C=C\C[C@H](CC(=O)N[C@@H](CO)Cc2ccccc2)C(=O)N[C@H](C(C)(C)C)COC1=O`?
NR2E3 ag-2: -37; HIF-2a inh: 24; Vif inh: 3; iPSC survival up: 0.0; CaV13 FRET inh: -6; Peg3 promoter: 4; Granule exo inh: 4; aDG glyco act: 0.1; PDI inh: -3; MITF TRPM1 inh: 5

What do the screens show for `COC(=O)c1ccc(/C=N/n2c(C)nc3ccccc3c2=O)cc1`?
NR2E3 ag-1: -2; NR2E3 ag-2: -36; HIF-2a inh: -2; Vif inh: -12; iPSC survival up: -0.7; CaV13 FRET inh: -5; Peg3 promoter: -10; Granule exo inh: -2; aDG glyco act: 0.1; PDI inh: -3; MITF TRPM1 inh: 2

Results for C=CCNC(=S)NNC(=O)COc1ccc(Cl)cc1Cl ?
NR2E3 ag-1: 2; NR2E3 ag-2: -8; HIF-2a inh: -17; Vif inh: -1; iPSC survival up: 2.4; CaV13 FRET inh: -15; Peg3 promoter: 41; Granule exo inh: -1; aDG glyco act: -0.1; PDI inh: -8; MITF TRPM1 inh: 3

What do the screens show for `COc1ccccc1N1CCN(Cc2nc3ccccc3[nH]2)CC1`?
NR2E3 ag-1: 3; NR2E3 ag-2: 5; HIF-2a inh: 9; Vif inh: 6; iPSC survival up: -0.5; CaV13 FRET inh: -3; Peg3 promoter: 5; Granule exo inh: -5; aDG glyco act: 0.0; PDI inh: 0; MITF TRPM1 inh: 4

How did Cc1ccc(C)c(C(=O)C(C)OC(=O)CN2C(=O)NC3(CC(C)CC(C)(C)C3)C2=O)c1 (stereo unspecified) do in these assays?
NR2E3 ag-1: 0; NR2E3 ag-2: -5; HIF-2a inh: 11; Vif inh: -6; iPSC survival up: 0.1; CaV13 FRET inh: -5; Peg3 promoter: 19; Granule exo inh: -1; aDG glyco act: -0.1; PDI inh: -1; MITF TRPM1 inh: 1

Results for CC(=O)C1=C(NC(=O)c2ccc(C(F)(F)F)cc2)C[C@@H]2[C@H]1C2(C)C ?
NR2E3 ag-1: 1; NR2E3 ag-2: 7; HIF-2a inh: -32; Vif inh: -1; iPSC survival up: -0.4; CaV13 FRET inh: -2; Peg3 promoter: -24; Granule exo inh: -3; aDG glyco act: 0.0; PDI inh: -9; MITF TRPM1 inh: -4

How did CCOC(=O)C(=O)c1c(C)cc2ccccn12 do in these assays?
NR2E3 ag-2: -33; HIF-2a inh: -60; Vif inh: -4; iPSC survival up: 0.7; CaV13 FRET inh: 6; Peg3 promoter: -45; Granule exo inh: -1; aDG glyco act: -0.1; PDI inh: -23; MITF TRPM1 inh: -9

Results for CCC(=O)Nc1c2c(nn1-c1cccc(Cl)c1)CS(=O)(=O)C2 ?
NR2E3 ag-1: -1; NR2E3 ag-2: 11; HIF-2a inh: 9; Vif inh: -4; iPSC survival up: 1.4; CaV13 FRET inh: -3; Peg3 promoter: 18; Granule exo inh: -12; aDG glyco act: -0.2; PDI inh: -2; MITF TRPM1 inh: 8

What do the screens show for `COc1ccc(C(O)c2nccn2Cc2ccccc2)cc1OC` (stereo unspecified)?
NR2E3 ag-1: 5; NR2E3 ag-2: -5; HIF-2a inh: -7; Vif inh: 3; iPSC survival up: -1.5; CaV13 FRET inh: -5; Peg3 promoter: 5; Granule exo inh: -6; aDG glyco act: 0.2; PDI inh: -6; MITF TRPM1 inh: 13

What do the screens show for `CCCCNC(=O)Cn1c(-c2ccc(OC)cc2)noc1=O`?
NR2E3 ag-1: -2; NR2E3 ag-2: 18; HIF-2a inh: 6; Vif inh: -4; iPSC survival up: -0.8; CaV13 FRET inh: -5; Peg3 promoter: 4; Granule exo inh: -3; aDG glyco act: 0.0; PDI inh: 16; MITF TRPM1 inh: 3

What do the screens show for `Cc1cc(NC(=O)CSc2nccn2-c2cccc(F)c2)no1`?
NR2E3 ag-2: 12; HIF-2a inh: 0; Vif inh: 16; iPSC survival up: 1.5; CaV13 FRET inh: -7; Peg3 promoter: 2; Granule exo inh: -1; aDG glyco act: -0.1; PDI inh: 4; MITF TRPM1 inh: -3

How did CC(C)(C)C(Cn1ccnc1)NC(=O)c1ccc2nc(C3CC3)oc2c1 (stereo unspecified) do in these assays?
NR2E3 ag-1: 1; NR2E3 ag-2: -42; HIF-2a inh: -47; Vif inh: 5; iPSC survival up: -0.5; Peg3 promoter: -20; Granule exo inh: 0; aDG glyco act: 0.0; PDI inh: 6; MITF TRPM1 inh: -25

Results for O=C(NCCO)c1cccc(-c2cccc3nncn23)c1 ?
NR2E3 ag-2: -32; HIF-2a inh: 9; Vif inh: -5; iPSC survival up: -0.9; CaV13 FRET inh: -13; Peg3 promoter: -11; Granule exo inh: -4; aDG glyco act: 0.0; PDI inh: -3

Arranged by number of heavy atoms (smallest number first): three of the compounds above
Results for O=C(NCCO)c1cccc(-c2cccc3nncn23)c1 ?
NR2E3 ag-2: -32; HIF-2a inh: 9; Vif inh: -5; iPSC survival up: -0.9; CaV13 FRET inh: -13; Peg3 promoter: -11; Granule exo inh: -4; aDG glyco act: 0.0; PDI inh: -3

What do the screens show for `CC(C)[C@H](NC(=O)C1CC(=O)N(c2ccc(F)cc2)C1)C(=O)N1CCCCC1` (stereo partly specified)?
NR2E3 ag-1: 1; NR2E3 ag-2: -12; HIF-2a inh: 11; Vif inh: 5; iPSC survival up: -0.1; CaV13 FRET inh: -8; Peg3 promoter: 10; Granule exo inh: 2; aDG glyco act: -0.4; PDI inh: 6; MITF TRPM1 inh: 6

What do the screens show for `CC(C)CC1C(=O)N(Cc2cn(Cc3ccco3)nn2)CCS(=O)(=O)N1Cc1ccc(-c2ccc(Cl)c(Cl)c2)cc1` (stereo unspecified)?
NR2E3 ag-2: -1; HIF-2a inh: 5; Vif inh: 0; iPSC survival up: 0.1; CaV13 FRET inh: -3; Peg3 promoter: 23; Granule exo inh: 10; aDG glyco act: 0.2; PDI inh: -1

Next section:
What do the screens show for `O=[N+]([O-])c1c(N2CCN(CCO)CC2)nc2ccccn12`?
NR2E3 ag-1: 7; NR2E3 ag-2: -24; HIF-2a inh: 13; Vif inh: -1; iPSC survival up: 0.7; CaV13 FRET inh: -4; Peg3 promoter: 0; Granule exo inh: -3; aDG glyco act: -0.1; PDI inh: 7; MITF TRPM1 inh: 4

Results for CC(C)c1nnc(NC(=O)CCC(=O)NC2CCCc3ccccc32)s1 (stereo unspecified) ?
NR2E3 ag-1: 2; NR2E3 ag-2: -19; HIF-2a inh: -16; Vif inh: -1; iPSC survival up: 2.4; CaV13 FRET inh: -6; Peg3 promoter: -6; Granule exo inh: -1; aDG glyco act: 0.1; PDI inh: -5; MITF TRPM1 inh: 15

What do the screens show for `O=C(O)c1ccccc1C(=O)NCc1c(Cl)cccc1Sc1ccc(Cl)cc1`?
NR2E3 ag-1: 5; NR2E3 ag-2: -5; HIF-2a inh: 23; Vif inh: -3; iPSC survival up: -0.3; CaV13 FRET inh: -15; Peg3 promoter: 14; Granule exo inh: -3; aDG glyco act: -0.1; PDI inh: 13; MITF TRPM1 inh: 10

What do the screens show for `CCn1c(SCC(=O)NC2=NCCS2)nnc1C(C)NC(=O)c1ccccc1Br` (stereo unspecified)?
NR2E3 ag-1: 2; NR2E3 ag-2: -19; HIF-2a inh: -3; Vif inh: 1; iPSC survival up: 1.1; CaV13 FRET inh: -3; Peg3 promoter: 10; Granule exo inh: -2; aDG glyco act: -0.2; PDI inh: 3; MITF TRPM1 inh: 9

What do the screens show for `Cc1ccc2c(c1)N(CC(=O)NCc1cccnc1)C(=O)CO2`?
NR2E3 ag-1: 1; NR2E3 ag-2: -12; HIF-2a inh: 15; Vif inh: 3; iPSC survival up: 2.3; CaV13 FRET inh: 4; Peg3 promoter: 6; Granule exo inh: -1; aDG glyco act: -0.1; PDI inh: -1; MITF TRPM1 inh: 4
